TRPC4 block = inhibitors of mouse TRPC4 channel, primary screen, Fluo4 calcium, HEK293 TRPC4beta/mu-opioid cells; Short transient receptor potential channel 4 (Mus musculus), Q9QUQ5; B-score at 10 µM; AID 2247, 2010; hit rate 0.39% among 300,000; DAMGO-evoked Fluo4 calcium flux; stronger effect = lower value;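 active = B-score over 3 SD under the library average, no early fluorescence shift, positive overall ratio signal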
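Assay system – HEK293 line stably carrying TRPC4beta and mu-opioid receptor · Doses – single dose · Detection – Fluo4 calcium-dye fluorescence, kinetic read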
PolyA inh = polyadenylation inhibitors in yeast reporter cells, primary screen, luminescence, S. cerevisiae | S. cerevisiae SKY197-pL101 polyadenylation reporter, beta-gal luminescence; efflux-impaired pdr1/pdr3 knockout yeast; score 100 = 6 SD above DMSO | calls only at 12 µM | hit rate 0.02% among 300,000;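 active = lowest replicate activity score at least 50, where 100 means six control SD above control mean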;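 note: yeast exposed to compound for 9 h at 30 °C; higher score means more reporter readthrough which indicates perturbed polyadenylation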
KCNK9 inh = KCNK9 potassium channel inhibitors, primary screen, HEK293 cells, thallium flux | Potassium channel subfamily K member 9 (Homo sapiens), Q9NPC2 | FluxOR thallium flux fluorescence; stronger effect = lower value | AID 488922, 2010 | B-score at 10 µM | hit rate 1.2% among 310,000;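 active = ratio B-score over 3 SD below the library mean, with starting fluorescence within 5 SD of its mean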;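 note: negative B-score means less thallium flux so channel inhibition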
Target sequence (Q9NPC2 whole entry, looked up): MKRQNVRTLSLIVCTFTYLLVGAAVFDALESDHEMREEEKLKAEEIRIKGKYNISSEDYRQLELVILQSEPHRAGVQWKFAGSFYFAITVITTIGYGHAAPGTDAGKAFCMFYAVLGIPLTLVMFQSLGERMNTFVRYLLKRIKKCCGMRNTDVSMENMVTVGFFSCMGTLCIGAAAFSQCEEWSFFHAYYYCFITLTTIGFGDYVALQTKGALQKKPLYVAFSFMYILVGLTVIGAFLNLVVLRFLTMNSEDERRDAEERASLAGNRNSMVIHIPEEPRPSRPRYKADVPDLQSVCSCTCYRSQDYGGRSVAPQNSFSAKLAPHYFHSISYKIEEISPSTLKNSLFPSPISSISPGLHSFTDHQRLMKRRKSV
TRPC4 potent = positive allosteric modulators of TRPC4, primary screen, cell-based, mouse TRPC4beta, HEK293 mu-opioid, Fluo-4 calcium | B-score at 10 µM | Short transient receptor potential channel 4 (Mus musculus), Q9QUQ5 | AID 2227, 2009 | hit rate 0.42% among 310,000 | DAMGO EC20, Fluo-4 Ca2+ flux; stronger effect = higher value;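 active = B-score of calcium response area above 5 SD of library B-scores, with initial fluorescence ratio within 5 SD of library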;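 note: B-score of integrated fluorescence ratio over time as area under calcium response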
hERG protect = hERG rescue from dofetilide block, primary screen, cell-based, CHO-hERG, FluxOR thallium flux, dofetilide IC70. Voltage-gated inwardly rectifying potassium channel KCNH2 (Homo sapiens), Q12809. dofetilide IC70 present. activation (rescue from dofetilide block), less the hit threshold, % at 10 µM. hit rate 0.51% among 310,000. AID 1511, 2009;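 active = activation above the mean of controls blocked by dofetilide plus 5 SD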;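 note: thallium influx through hERG after potassium depolarization seen as dye fluorescence rise; in these data hits start at about 4.7%; inactives centre near -7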
Platelet DG rel = inhibitors of platelet dense granule secretion, primary screen, cell-based, MLPCN, human platelets; hit rate 0.22% among 300,000; human platelet-rich plasma, SFLLRN dense granule ATP release, luminescence; inhibition, %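 (compounds screened at 7.5 µM in platelet-rich plasma)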; AID 1663, 2009;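 active = mean replicate score, as percent of positive control, at or above 50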
TRPC4 act = activators of mouse TRPC4 channel, primary screen, Fluo4 calcium, HEK293 TRPC4beta/mu-opioid cells. Short transient receptor potential channel 4 (Mus musculus), Q9QUQ5. Fluo4 calcium fluorescence; stronger effect = higher value. B-score at 10 µM. hit rate 0.49% among 310,000. AID 2237, 2010;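 active = B-score above 5 SD of library B-scores, and initial fluorescence ratio not above library mean plus 5 SD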;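 note: positive B-score marks a calcium rise read as TRPC4 activation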
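system = HEK293 cells stably co-expressing mouse TRPC4beta and mu-opioid receptor | schedule = Fluo4 dye loading 45 min at room temperature, 110 s recording | measure = B-scored integrated calcium fluorescence ratio | signal = Fluo4 calcium-sensitive dye fluorescence, kinetic, 1 Hz baseline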
KCNQ1 inh = inhibitors of human KCNQ1 channel, primary screen, cell-based, thallium flux, high-throughput. Potassium voltage-gated channel subfamily KQT member 1 (Homo sapiens), P51787. CHO-K1 KCNQ1, FluxOR thallium flux fluorescence; stronger effect = higher value. B-score at 10 µM. hit rate 1.3% among 310,000. AID 2642, 2010;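 active = compounds whose thallium flux B-score, printed positive for inhibition, exceeds three library SD while starting fluorescence stays within three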;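 note: channel opened by potassium depolarization with thallium stimulus after 20 min compound exposure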
Target sequence (P51787 whole entry, looked up): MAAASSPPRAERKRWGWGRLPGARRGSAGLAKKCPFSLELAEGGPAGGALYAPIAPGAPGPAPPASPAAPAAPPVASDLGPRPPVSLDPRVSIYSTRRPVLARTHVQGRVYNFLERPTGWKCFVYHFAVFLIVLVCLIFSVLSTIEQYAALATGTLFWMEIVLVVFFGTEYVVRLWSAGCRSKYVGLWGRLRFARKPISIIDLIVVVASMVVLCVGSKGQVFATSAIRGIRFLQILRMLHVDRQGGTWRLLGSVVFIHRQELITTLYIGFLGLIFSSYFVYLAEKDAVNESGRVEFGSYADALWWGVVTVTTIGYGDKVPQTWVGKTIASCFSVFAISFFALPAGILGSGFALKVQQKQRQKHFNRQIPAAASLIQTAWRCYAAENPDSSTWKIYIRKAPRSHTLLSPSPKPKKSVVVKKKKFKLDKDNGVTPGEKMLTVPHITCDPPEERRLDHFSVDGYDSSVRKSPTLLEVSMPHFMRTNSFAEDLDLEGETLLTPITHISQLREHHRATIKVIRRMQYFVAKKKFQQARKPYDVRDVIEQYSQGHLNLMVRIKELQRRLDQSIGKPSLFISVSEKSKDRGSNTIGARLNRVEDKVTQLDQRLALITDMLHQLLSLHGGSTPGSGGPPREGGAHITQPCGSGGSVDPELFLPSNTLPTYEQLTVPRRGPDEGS
KCNK3 block = human KCNK3 channel inhibitors, primary screen, CHO cells, FluxOR thallium flux, B-score; B-score at 10 µM; Potassium channel subfamily K member 3 (Homo sapiens), O14649; FluxOR fluorescence; stronger effect = lower value; hit rate 0.84% among 340,000;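 active = B-score under library mean minus 4 SD, starting fluorescence ratio at most library mean plus 5 SD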;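 note: more negative B-score means stronger inhibition of thallium flux through KCNK3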
Dyrk1A ADPGlo = rat Dyrk1A kinase inhibitors, primary screen, biochemical, single point, plate reader | AID 504441, 2011 | hit rate 0.43% among 310,000 | inhibition, % at 12.5 µM | ADP-Glo luminescence, NFATc1 peptide; in the data active = inhibition above about 50%;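 note: plate controls were vehicle with enzyme for no effect and no enzyme for full effect; many of its hits are not listed in these tables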
KCNQ1 act = potentiators or activators of KCNQ1 channel, primary screen, cell-based, thallium flux, high-throughput; Potassium voltage-gated channel subfamily KQT member 1 (Homo sapiens), P51787; CHO-K1 KCNQ1, thallium flux FluxOR fluorescence; stronger effect = higher value; B-score at 10 µM; hit rate 0.35% among 310,000;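 active = fluorescence ratio B-score, a plate-corrected score, at least three library SD, with initial intensity B-score within 5 SD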
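System: Stable KCNQ1 CHO-K1 line | Incubation: 90 min dye loading and 20 min compound exposure, both at room temperature | Measure: Ratio B score | Medium: Assay buffer for compound exposure, DMSO matched across wells | Compound dosing: Single-concentration screen | Probe or stimulus: K+/Tl+ depolarizing stimulus | Measured by: Kinetic FluxOR fluorescence, 10 s baseline plus 110 s post-stimulus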
Numbers without * were called inactive; i = inactive; . = no result given. These rows are one share of the data; rates above refer to the full screens.

smiles	TRPC4 block	PolyA inh	KCNK9 inh	TRPC4 potent	hERG protect	Platelet DG rel	TRPC4 act	KCNQ1 inh	KCNK3 block	Dyrk1A ADPGlo	KCNQ1 act
c1ccc(CC2CCN(c3nc4ccccc4n4cnnc34)CC2)cc1	i	i	i	i	-9.1	-1.1	i	i	i	6.4	i
Cc1nnc(N2CCCC(C(=O)Nc3cc(F)ccc3F)C2)c2nn(-c3ccccc3)c(C)c12 (stereo unspecified)	i	i	i	i	-8.9	-22.5	i	i	i	-4.8	i
CN(C)/C=C(\C#N)S(=O)(=O)c1ccccc1	i	i	i	i	-7.3	11.6	i	i	i	1.2	i
O=C(CNCC1CCCO1)N1CCN(S(=O)(=O)c2ccc3ccccc3c2)CC1 (stereo unspecified)	i	i	i	i	3.1	2.3	i	i	i	-4.4	i
COc1ccc(-c2[nH]ncc2-c2csc(C)n2)c(O)c1	i	i	i	i	-6.2	-1.9	i	i	i	-2.6	i
Cc1noc(/C=C/N(C)C)c1S(=O)(=O)N1CCCC(C(=O)NCc2ccco2)C1 (stereo unspecified)	i	i	i	i	-12.1	0.2	i	i	i	5.4	i
CC1Cc2cc(/C=C3/SC(=S)N(C)C3=O)ccc2O1 (stereo unspecified)	i	i	i	i	-8.6	0.6	i	i	i	.	i
N#Cc1cc(-c2ccccc2)oc1/N=C/c1ccccc1O	i	i	i	i	-16.1	-6.2	i	i	i	7.4	i
COc1ccc(-c2nc(N)nc(C)c2-c2ccc(Cl)cc2)c(O)c1	i	i	i	i	-12.3	-2.4	i	i	i	7.7	i
CCOc1ccc(NC(=O)CCN2CCN(c3ccccc3)CC2)cc1	i	i	i	i	-3.2	3.8	i	i	i	-5.4	i
S=c1[nH]nc(-c2ccccc2Cl)n1CC1CCCO1 (stereo unspecified)	i	i	i	i	-4.3	-5.9	i	i	i	-2.3	i
NC(=O)CC(NC(=O)c1ccc(Br)cc1)c1ccc(N2CCN(c3ccccn3)CC2)c([N+](=O)[O-])c1 (stereo unspecified)	i	i	i	i	-5.5	2.2	i	i	i	2.9	i
CCn1cc(CN2CCC(n3nccc3NC(=O)C3CCCC3)CC2)cn1	i	i	i	i	-3.0	-4.9	i	i	i	3.2	i
Nc1nnn(CC(=O)N/N=C/c2ccco2)n1	i	i	i	i	-8.4	4.6	i	i	i	.	i
CCOC(=O)c1ccc(NC(=O)CSc2nnc(C)n2-c2ccccc2)cc1	i	i	i	i	-7.5	-0.4	i	i	i	-2.3	i
COc1ccc(NC(=O)NCCN2CCN(c3cc(OC)ccc3OC)CC2)cc1	i	i	i	i	-6.8	-2.4	i	i	i	.	i
Cc1ccc(-n2ncc3c2CCCC3NC(=O)CCN2CCCC2=O)cc1C (stereo unspecified)	i	i	i	i	-4.6	0.5	i	i	i	-5.8	i
O=C1CCN(C(=O)Nc2ccccc2)N1	i	i	i	i	-16.4	1.3	i	i	i	1.6	i
CCc1nn(C)c(N)c1C	i	i	i	i	-8.2	-6.5	i	i	i	-6.4	i
O=[N+]([O-])c1ccccc1OCCNCc1ccccc1	i	i	i	i	7.2*	1.4	i	i	i	8.1	i

Another view of 2 compounds above:
molecule: COc1ccc(-c2[nH]ncc2-c2csc(C)n2)c(O)c1
  TRPC4 block = i | PolyA inh = i | KCNK9 inh = i | TRPC4 potent = i | hERG protect = -6.2 | Platelet DG rel = -1.9 | TRPC4 act = i | KCNQ1 inh = i | KCNK3 block = i | Dyrk1A ADPGlo = -2.6 | KCNQ1 act = i

molecule: Cc1noc(/C=C/N(C)C)c1S(=O)(=O)N1CCCC(C(=O)NCc2ccco2)C1 (stereo unspecified)
  TRPC4 block = i | PolyA inh = i | KCNK9 inh = i | TRPC4 potent = i | hERG protect = -12.1 | Platelet DG rel = 0.2 | TRPC4 act = i | KCNQ1 inh = i | KCNK3 block = i | Dyrk1A ADPGlo = 5.4 | KCNQ1 act = i

(next part)
smiles	TRPC4 block	PolyA inh	KCNK9 inh	TRPC4 potent	hERG protect	Platelet DG rel	TRPC4 act	KCNQ1 inh	KCNK3 block	Dyrk1A ADPGlo	KCNQ1 act
COC(=O)C1=C(C)NC(C)=C(C(=O)OC)C1c1cc2ccc(C)cc2[nH]c1=O	i	i	i	i	-2.1	-0.1	i	i	i	5.0	i
O=C(CN1CCOCC1)NCCNC(=O)CN1CCOCC1	i	i	i	i	-9.5	-0.2	i	i	i	1.4	i
CCOc1ccc(C(=O)Nc2cccc(-c3cc4ccccc4oc3=O)c2)cc1[N+](=O)[O-]	i	i	i	i	-11.4	2.5	i	i	i	-1.1	i
COc1cc(OC)cc(C(=O)Nc2ccc3nc4n(c(=O)c3c2)CCCC4)c1	i	i	i	i	-5.0	16.8	i	i	i	8.8	i
CN(C)C(=O)N1CCN(C(=O)N(C)C)CC1	i	i	i	i	-8.7	0.9	i	i	i	1.8	i
C=CCn1c(-c2ccncc2)n[nH]c1=S	i	i	i	i	-6.9	-2.6	i	i	i	-1.2	i
O=C(c1ccc2c(c1)OCO2)N(CC1CCCO1)C1(C(=O)NC2CCCCC2)CCCCC1 (stereo unspecified)	i	i	i	i	-9.7	2.0	i	i	i	0.3	i
O=C(NCC1CCCO1)c1ccc2c(=O)n(CC3CCCO3)c(SCC(=O)N3CCCC3)nc2c1 (stereo unspecified)	i	i	i	i	-11.5	6.9	i	i	i	.	i
CCOC(=O)N1CCN(C(=O)CN(C2CCCCC2)S(=O)(=O)c2ccc(Cl)cc2)CC1	i	i	i	i	-10.0	-0.5	i	i	i	-1.4	i
CCOC(=O)CSc1ncnc2c1cnn2-c1ccccc1	i	i	i	i	-8.0	-1.9	i	i	i	5.4	i
O=C1N=c2ccc(Br)cc2=C1c1sc(=O)[nH]c1O	i	i	i	i	-5.7	4.0	i	i	.	.	i
CC1CCCC(C)N1C(=O)Cn1c(SCC(=O)Nc2ccc3c(c2)OCO3)nc2ccccc21 (stereo unspecified)	i	i	i	i	-1.8	7.6	i	i	i	-5.1	i
CCOc1cc(NC(=O)c2ccco2)c(OCC)cc1NC(=O)CCc1ccccc1OC	i	i	i	i	-4.7	8.5	i	i	i	3.0	i
COc1ccc([N+](=O)[O-])cc1NC(=O)COC(=O)c1ccccn1	i	i	i	i	-6.2	10.8	i	i	i	.	i
CCc1cccc(CC)c1-n1c(SCc2cc(=O)n3ccsc3n2)nnc1-c1cccnc1	i	i	i	i	-8.4	0.2	i	i	i	18.2	i
O=C(CSc1nc2c(oc3ccccc32)c(=O)n1CC1CCCO1)NCc1ccccc1 (stereo unspecified)	i	i	i	i	-8.6	-2.7	i	i	i	-1.8	i
Cc1ccc(OCCn2c(C3CC(=O)N(Cc4ccccc4)C3)nc3ccccc32)cc1 (stereo unspecified)	i	i	i	i	-11.3	-0.9	i	i	i	0.5	i
Cc1cccc(C(C)C)c1NC(=O)CSc1nncn1C	i	i	i	i	-13.4	4.3	i	i	i	0.9	i
Cc1onc(-c2c(F)cccc2Cl)c1C(=O)c1ccccc1O	i	i	i	i	-3.4	4.8	i	i	i	.	i
O=C(NNS(=O)(=O)c1ccc(F)cc1)c1ccccc1F	i	.	i	i	-10.8	5.4	i	i	i	2.1	i
CCn1c(SCC(=O)N/N=C/c2cc(OC)c(OC)c(OC)c2)nc2ccccc21	i	i	i	i	-21.2	3.4	i	i	i	-3.3	i
Cc1cccc(OCc2nnc(SCC(=O)N3c4ccccc4Sc4ccc(Cl)cc43)o2)c1	i	i	i	i	-9.2	7.5	i	i	i	1.4	i
CCc1ccccc1NC(=O)CNC(=O)c1cccc(S(=O)(=O)N2CCN(Cc3ccccc3)CC2)c1	i	i	i	i	-12.7	18.7	i	i	i	.	i
Cc1ccc(S(=O)(=O)Cc2ccc(C(=O)N3CCN(c4ccccn4)CC3)o2)cc1	i	i	i	i	-4.6	6.6	i	i	i	-0.4	i
Cc1ccc(C)c(OCCC(=O)NNC(=O)c2ccncc2)c1	i	i	i	i	-13.1	-0.6	i	i	i	0.9	i
Cc1ccsc1C(=O)N(c1nc2ccccc2s1)c1c(C)cccc1C	i	i	i	i	-0.3	-5.6	i	i	i	4.5	i
CCNc1nc(NCC)n2c(SCC(=O)c3ccc(C(C)C)cc3)nnc2n1	i	i	i	i	-13.7	24.7	i	i	i	-1.0	i
Cc1c(C(C)C)c(=O)n(-c2ccc(S(=O)(=O)NCc3ccccc3)cc2)n1C	i	i	i	i	-21.1	-10.0	i	i	i	-3.8	i
NCCc1nnc(SCC(N)=O)o1	i	i	i	i	-6.3	4.6	i	i	i	-0.1	i
Cc1ccc(S(=O)(=O)Nc2cc(C(=O)O)ccc2N2CCCCC2)cc1	i	i	i	i	-11.2	-5.4	i	i	i	-2.1	i
O=C(CCc1nnc(-c2ccsc2)o1)NCc1ccccc1OC(F)(F)F	i	i	i	i	-9.5	-1.3	i	i	i	-0.4	i
O=C(O)C1CCCN1c1ncccc1[N+](=O)[O-] (stereo unspecified)	i	.	i	i	-7.6	-0.8	i	i	i	-4.9	i
Clc1ncccc1-c1nc2ccccc2n1Cc1ccccc1	i	i	i	i	-12.6	8.1	i	i	i	0.4	i
COc1ccccc1N1CCN(C(=O)CN2C(=O)c3ccccc3C2=O)CC1	i	i	i	i	-7.6	-0.6	i	i	i	2.7	i
COc1ccc(NS(=O)(=O)c2ccc3nc(COc4cccc5ccccc45)[nH]c3c2)cc1	i	i	i	i	-17.0	-8.8	i	i	i	5.3	i

Bioassay records from PubChem.
